# VLA-4 inh = inhibition in human VLA-4 binding assay, primary screen, VLA-4 allosteric modulator project, MLPCN library, flow cytometry, VLA-4 expressing cells | ligand binding flow cytometry | 0.2% of 330,000 active | Integrin alpha-4 (Homo sapiens), P13612 | inhibition, % (about 7 µM as worked out from the volumes in the protocol) | AID 2557, 2010; in the data active means inhibition above about 50%
# GRK2 inh = compounds blocking aptamer binding on GRK2 – biochemical, human GRK2, bead flow cytometry, HTS, primary screen. Beta-adrenergic receptor kinase 1 (Homo sapiens), P25098. FAM-aptamer displacement from GRK2. inhibition of aptamer binding, % at 10 µM. 0.59% of 330,000 active. AID 488847, 2010;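 active means inhibition of aptamer binding above 40%, roughly 3 SD of noise, on plates passing a quality check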;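 further: median bead fluorescence of bound FAM aptamer so fluorescent compounds give negative values; no value below 0 was filed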
# Target sequence (P25098 whole entry, looked up): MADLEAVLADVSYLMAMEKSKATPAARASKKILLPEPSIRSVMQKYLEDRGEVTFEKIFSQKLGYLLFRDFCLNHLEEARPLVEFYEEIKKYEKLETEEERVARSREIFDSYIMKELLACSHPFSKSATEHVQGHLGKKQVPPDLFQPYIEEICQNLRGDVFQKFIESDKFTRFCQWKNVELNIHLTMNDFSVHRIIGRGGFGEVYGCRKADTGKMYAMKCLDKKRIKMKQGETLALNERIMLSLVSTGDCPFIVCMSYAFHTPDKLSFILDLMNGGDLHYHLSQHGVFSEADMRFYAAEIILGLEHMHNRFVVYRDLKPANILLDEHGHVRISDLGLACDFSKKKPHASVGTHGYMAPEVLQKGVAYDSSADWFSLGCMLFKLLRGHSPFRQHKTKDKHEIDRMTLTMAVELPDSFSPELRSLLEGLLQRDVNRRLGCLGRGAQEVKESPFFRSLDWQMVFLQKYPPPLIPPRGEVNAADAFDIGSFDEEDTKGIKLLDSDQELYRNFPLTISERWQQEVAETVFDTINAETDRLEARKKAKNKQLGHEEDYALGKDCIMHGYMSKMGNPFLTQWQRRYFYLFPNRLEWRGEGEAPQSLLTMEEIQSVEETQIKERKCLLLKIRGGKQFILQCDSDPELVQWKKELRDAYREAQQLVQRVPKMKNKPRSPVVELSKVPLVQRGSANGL
# MEP2-GFP yeast = modulators of MEP2-GFP levels in yeast, primary screen, S. cerevisiae, multiplex flow cytometry, MLPCN library; GFP response vs DMSO, % at 10 µM; AID 2016, 2009; 0.51% of 330,000 active; S. cerevisiae MEP2-GFP strain, 3 h; 100% = DMSO control level;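 active means GFP response versus DMSO above a set limit, roughly screen mean plus 3 SD, cut at about 180% in these data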;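 further: median GFP fluorescence of the barcode-gated MEP2-GFP cells per well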
# LAP4-GFP MLPCN = modulators of LAP4-GFP expression in yeast, primary screen, S. cerevisiae, multiplex flow cytometry, MLPCN library | 3 h; median GFP as percent of DMSO wells | GFP response vs DMSO, % at 10 µM | 0.34% of 320,000 active | AID 2023, 2009;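 active means GFP response vs DMSO above a set limit, about the screen mean plus 3 SD, cut at about 150% in these data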
# CIT2-GFP yeast = modulators of CIT2-GFP expression in yeast, primary screen, S. cerevisiae, GFP fusion, multiplex flow cytometry, MLPCN library. S. cerevisiae CIT2-GFP strain, 3 h; 100 means same as DMSO wells. GFP response vs DMSO, % at 10 µM. 0.065% of 320,000 active. AID 2029, 2009;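 active means GFP response relative to DMSO above a set limit, near the screen mean plus 3 SD, cut at about 150% in these data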;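 further: ratio of well median GFP fluorescence to mean of DMSO wells on the plate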
# JMJD2C inh = inhibitors of GASC-1 histone demethylase, primary screen, biochemical, fluorescence, DELFIA europium. Lysine-specific demethylase 4C (Homo sapiens), Q9H3R0. GST-JMJD2C(1-420) H3K9me3 demethylation. inhibition, % at 2.35 µM. 0.069% of 330,000 active;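 active means more than half of a compound's replicate wells show inhibition beyond 50%, single wells judged on their own value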;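 further: signal counts dimethyl H3K9 product captured on neutravidin plate; 0% = median of DMSO wells and 100% = 0.3 times that DMSO median; strong numbers were not always called active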
# AGP1-GFP MLPCN = modulators of AGP1-GFP expression in yeast TOR pathway, primary screen, cell-based, multiplex flow cytometry, S. cerevisiae, MLPCN library. GFP response vs DMSO, % at 10 µM. 0.02% of 320,000 active. AID 2066, 2009. 3 h; GFP as percent of DMSO wells;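 active means GFP response relative to DMSO above a set limit, near screen average plus 3 SD, cut at about 150% in these data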;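 further: median GFP channel fluorescence of the gated AGP1 strain per well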
# RPL19A TOR yeast = RPL19A-GFP expression modulators in yeast, primary screen, cell-based, S. cerevisiae, multiplex flow cytometry, MLPCN; S. cerevisiae RPL19A-GFP strain, 3 h; stronger effect = lower value; percent response vs DMSO, % at 10 µM; 0.3% of 330,000 active; AID 2025, 2009;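 active means percent response vs DMSO below 50%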;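 further: median channel GFP fluorescence of the barcoded RPL19A-GFP strain; ratio of sample median GFP to plate DMSO average so 100% = DMSO; lower means less RPL19A-GFP as with rapamycin TOR inhibition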
# Numbers without * were called inactive; x = not tested or not shown.
SMILES,VLA-4 inh,GRK2 inh,MEP2-GFP yeast,LAP4-GFP MLPCN,CIT2-GFP yeast,JMJD2C inh,AGP1-GFP MLPCN,RPL19A TOR yeast
Cc1cc2c(cc1[N+](=O)[O-])NC(CNC(C)C)CC2 (stereo not drawn),6,0,99,83,73,-20,68,95
CCC(C)NC(=O)c1[nH]c(C)c(C(=O)OC)c1C (stereo not drawn),-6,0,104,101,99,4,100,99
NC(=O)C1CCN(C(=O)c2ccc3nc(N4CCCCC4)sc3c2)CC1,-1,2,105,117,102,0,109,98
Cc1ccc(NC(=O)C2=C(c3ccccc3)S(=O)(=O)CCS2(=O)=O)cc1,23,3,101,102,103,0,98,103
COc1ccc(C(=O)Nc2nnc(S(=O)(=O)N(C)Cc3ccccc3)s2)cc1,-3,0,97,93,96,28,98,97
O=C(c1cn(-c2ccc(Cl)c(Cl)c2)nn1)C1CC1,11,0,96,116,88,2,97,92
Cc1[nH]n(-c2nc(-c3ccc(Cl)cc3)cs2)c(=O)c1N=Nc1ccc(O)cc1,-33,2,100,100,93,-2,x,91
COc1ccc(-c2noc(N3CCC(C(=O)NCc4ccc(F)cc4)CC3)n2)cc1,-3,0,95,116,117,-7,109,99
CCCCOc1ccc(OC(=O)Nc2cc(Cl)ccc2OC)cc1,7,6,105,94,104,-12,103,100
Cc1cccc(C(=O)Nc2ccc(CC(=O)O)cc2)c1,x,1,108,109,95,16,105,100
Cc1cccc(NC(=O)C(=O)C2C(=O)Nc3ccccc32)c1 (stereo not drawn),-1,0,89,96,81,-1,104,102
O=C1CCN(Cc2ccccc2)CCN1[C@H](CO)c1ccccc1,-9,1,88,126,88,10,86,93
COc1ccc(C(=O)NCCNc2ccc([N+](=O)[O-])cc2)cc1,7,0,104,100,96,5,92,99
O=C(Cn1c2[n+](c3ccc(C(F)(F)F)cc31)CCCCC2)Nc1c(F)cccc1F,14,1,88,93,94,-13,93,94
COCc1cc(C)nc(SCc2ccc([N+](=O)[O-])cc2)c1C#N,1,4,82,69,66,0,131,82
C=CCN1C(=NC(=O)COc2ccc(Cl)cc2)SC2CS(=O)(=O)CC21 (stereo not drawn),17,2,103,100,108,9,107,106
Cc1cc(N2C(=O)C3CCC(c4ccccc4)CC3C2=O)no1 (stereo not drawn),23,0,99,98,94,-18,99,98
CCOC(=O)C1(C)NC(c2ccc(OC)c(OC)c2)C2C(=O)N(CC)C(=O)C21 (stereo not drawn),-25,5,99,97,106,3,103,96
COc1ccc(SN=C2C(C)=CC(=O)C=C2C)cc1,3,0,95,122,78,-7,x,83
CSc1nc2ccccc2cc1/C=C(\C#N)c1cccc(C)c1,1,2,100,95,99,x,101,99
O=C(O)c1ccc(/C=N/NC(=O)c2cc(-c3ccc4c5c(cccc35)CC4)n[nH]2)cc1,10,2,99,90,97,18,83,100
Cc1cccc(C(=O)O/N=C(\N)Cc2ccc([N+](=O)[O-])cc2)c1,28,0,94,107,79,2,76,88
Cc1ccc(C)n1-c1nccc(-c2cccs2)n1,7,1,115,82,113,-4,105,104
CN(CC(=O)Nc1ccccc1F)S(=O)(=O)c1ccc2c(c1)n(C)c(=O)c(=O)n2C,7,2,100,112,102,29,105,102
Cc1nc(CS(=O)(=O)c2ccccc2)cc(Sc2ccc(Cl)cc2Cl)n1,-6,3,97,107,98,3,100,100
CC1(C(=O)N/N=C/c2ccccc2)CC1(Br)Br (stereo not drawn),2,1,107,110,100,-5,103,99
O=C1c2cccc3cc([N+](=O)[O-])cc(c23)C(=O)N1c1nncs1,3,2,106,x,x,0,x,100
COc1ccc(NCC(=O)Nc2ccc(Cl)cc2C)c(OC)c1,-183,4,92,103,93,-4,100,97
CC(=O)N1c2c(cc(Br)cc2S(=O)(=O)N2CCOCC2)CC1C (stereo not drawn),8,1,102,100,94,-4,97,96
CCC(C(=O)n1cccc1C#N)c1ccccc1C (stereo not drawn),0,0,99,106,105,-3,101,100
CCCOc1ccc(-c2nc(=S)[nH][nH]2)cc1,4,3,102,112,x,-1,102,103
CCOCCCNCc1ccc(OCc2ccccc2C)c(OC)c1,0,0,101,104,96,-1,102,96
CCn1nnc(-c2ccccc2NC(=O)c2ccc(-n3cnnn3)cc2)n1,-1,0,107,107,96,-4,91,99
O=C(C1CCN(C2CCN(Cc3ccsc3)CC2)CC1)N1CCOCC1,-5,0,96,106,104,-1,111,94
O=C(CSCc1ccc(F)cc1)Nc1nc2c(s1)CCCC2,13,1,105,114,99,-5,112,102
COc1ccc(CN2CCC(Cc3ccccc3)CC2)cc1OC,11,1,109,94,108,-10,103,104

# Single records, as listed above.
# `O=C(C1CCN(C2CCN(Cc3ccsc3)CC2)CC1)N1CCOCC1` as listed: VLA-4 inh: -5; GRK2 inh: 0; MEP2-GFP yeast: 96; LAP4-GFP MLPCN: 106; CIT2-GFP yeast: 104; JMJD2C inh: -1; AGP1-GFP MLPCN: 111; RPL19A TOR yeast: 94
# `CCC(C(=O)n1cccc1C#N)c1ccccc1C` (stereo not drawn) as listed: VLA-4 inh: 0; GRK2 inh: 0; MEP2-GFP yeast: 99; LAP4-GFP MLPCN: 106; CIT2-GFP yeast: 105; JMJD2C inh: -3; AGP1-GFP MLPCN: 101; RPL19A TOR yeast: 100

# Next records:
SMILES,VLA-4 inh,GRK2 inh,MEP2-GFP yeast,LAP4-GFP MLPCN,CIT2-GFP yeast,JMJD2C inh,AGP1-GFP MLPCN,RPL19A TOR yeast
COc1cc(F)ccc1S(=O)(=O)n1c(C)nc2ccccc21,15,0,99,102,91,6,99,98
COc1ccccc1OCCCC(=O)Nc1nccs1,5,0,107,93,96,6,100,97
CCN(CC)CCn1c(NCc2ccc(OC)cc2)nc2ccccc21,9,1,102,95,90,-10,93,101
COc1ccc(-c2cc(C(F)(F)F)n3ncc(C(=O)N4CCCCC4c4cccnc4)c3n2)cc1 (stereo not drawn),-2,1,100,100,94,2,99,100
Cc1nnc(SCC(=O)Nc2ccc(S(=O)(=O)N3CCCCC3)cc2)s1,20,2,118,112,109,5,111,107
CC(=O)c1cnc2sccn2c1=O,4,2,96,95,101,6,x,96
CC(=O)c1cn(CCOc2ccccc2C)c2ccccc12,7,1,102,103,95,-1,99,95
CCn1c(CNC(=O)c2ccco2)nnc1SCC(=O)c1ccc(F)cc1,8,1,101,97,101,-7,107,101
COc1ccc(-c2nc(C3CCCCC3)c3cc(OC)ccc3n2)cc1,-6,0,95,145,129,5,89,98
CN(Cc1ccccc1)C(=O)c1[nH]cnc1C(=O)N[C@@H](Cc1ccccc1)C(=O)OCc1ccccc1,0,4,90,108,94,16,91,100
CS(=O)(=O)N1CCC(C(=O)Nc2cc(Cl)ccc2Cl)CC1,11,2,111,103,106,-14,102,100
O=C(Nc1ccc(-c2nc3cc(NC(=O)c4cccs4)ccc3o2)cc1)c1cccs1,-11,0,110,108,102,1,98,102

# Three of the entries above in order of the AGP1-GFP MLPCN value, lowest first.
SMILES,VLA-4 inh,GRK2 inh,MEP2-GFP yeast,LAP4-GFP MLPCN,CIT2-GFP yeast,JMJD2C inh,AGP1-GFP MLPCN,RPL19A TOR yeast
CN(Cc1ccccc1)C(=O)c1[nH]cnc1C(=O)N[C@@H](Cc1ccccc1)C(=O)OCc1ccccc1,0,4,90,108,94,16,91,100
O=C(Nc1ccc(-c2nc3cc(NC(=O)c4cccs4)ccc3o2)cc1)c1cccs1,-11,0,110,108,102,1,98,102
CCn1c(CNC(=O)c2ccco2)nnc1SCC(=O)c1ccc(F)cc1,8,1,101,97,101,-7,107,101

# Going on with the list:
SMILES,VLA-4 inh,GRK2 inh,MEP2-GFP yeast,LAP4-GFP MLPCN,CIT2-GFP yeast,JMJD2C inh,AGP1-GFP MLPCN,RPL19A TOR yeast
N/C(=N\NS(=O)(=O)c1cc(C(F)(F)F)cc(C(F)(F)F)c1)c1ccccn1,3,1,91,94,91,5,97,98
Nc1cc[n+](CC(=O)c2ccccc2)cc1,-11,0,113,94,107,3,106,104
CCC(C)(C)NC(=O)c1ccc2c(c1)N(CC(=O)NC1CCCC1)C(=O)C(C)(C)O2,3,0,104,90,104,5,100,101
CCCCn1c(SCC(=O)Nc2nnc(C)s2)nnc1-c1ccncc1,6,4,103,103,107,-1,106,99
S=C(NCc1ccccc1)Nc1ccc(Oc2ccccc2)cc1,3,0,101,104,88,1,94,99
O=C(N/N=C/c1ccccc1)c1sccc1OCc1ccc(F)cc1,-8,2,96,92,93,0,89,88
CC1CCCCC1NC(=O)CCNS(=O)(=O)c1ccc2c(c1)CCC(=O)N2 (stereo not drawn),4,0,104,92,102,5,96,101
COc1ccccc1N1CCN(Cc2ccc(OC)c3ccccc23)CC1,1,2,104,103,102,2,92,97
Cc1cccc(CSc2nc3nc(C)cc(C)n3n2)c1,9,x,106,91,106,5,97,103
COc1ccc(C(=O)NCC(=O)OCC(=O)Nc2cc(OC)ccc2OC)cc1,19,0,95,92,86,-43,93,97
COC(=O)c1cc(S(=O)(=O)N2CCOCC2)c(Cl)cc1N1CCOCC1,6,1,105,99,99,0,105,100
COc1cccc(N2CC(C(=O)Nc3nnc(SCC(=O)N4CCOCC4)s3)CC2=O)c1 (stereo not drawn),-32,0,105,93,106,8,103,106
COc1cccc(/C=N/Nc2ncc(C(F)(F)F)cc2Cl)c1O,19,0,109,184*,70,6,77,92
O=C(/C=C/c1ccco1)OCc1nnc(-c2ccccc2)o1,8,17,86,118,86,-12,92,87
Cc1ccc2c(c1)N(CCC(=O)NCC1CCCO1)C(=O)CO2 (stereo not drawn),6,0,96,92,97,-1,101,97
Cc1ccc(-c2cnn(-c3cccc(C(F)(F)F)c3)c2N)cc1,8,0,107,114,99,5,101,101
CCC(=O)OC1(C(=O)CCl)[C@@H](C)C[C@H]2[C@@H]3CCC4=CC(=O)C=C[C@]4(C)[C@@]3(F)[C@@H](O)C[C@@]21C (stereo partly drawn),35,0,112,130,86,x,92,87

# Assay outcomes from PubChem BioAssay.
